HTR1E antagonist = 5-HT1E receptor antagonists, primary screen, cell-based, HTS; inhibition, % at 6 µM; CHO 5-HT1E Ga15 NFAT-bla reporter, FRET, antagonist; 65,000 compounds, 0.99% hits; 5-hydroxytryptamine receptor 1E (Homo sapiens), P28566;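 active = inhibition above a set limit, the mean inhibition across every tested compound plus 3 SD, cut at about 29% in these data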;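 also: signal is the 460 over 535 nm emission ratio of beta-lactamase substrate; 0% = agonist plus DMSO wells and 100% = wells without agonist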
Fluor 339 460 = intrinsic fluorescence of library compounds, ex339/em460 – biochemical, MLSMR library, data from DPM-DC assay, artefact control, profiling panel; AID 709, 2007; 65,000 compounds, 5.5% hits; fluorescence fold increase at 10 µM; compound autofluorescence, ex339/em460 nm, NADH buffer; hits give high values; 1 = no-compound wells, NADH background;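 active = at 10 µM, mean starting fluorescence two-fold or more over control wells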;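 also: signal is the first read of a kinetic run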
HTR1E agonist = 5-HT1E receptor agonists, primary screen, cell-based, HTS; 5-hydroxytryptamine receptor 1E (Homo sapiens), P28566; CHO 5-HT1E Ga15 NFAT-bla reporter, FRET; 0% DMSO wells, 100% control agonist wells; activation, % at 6 µM; 65,000 compounds, 0.69% hits; AID 574, 2007;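 active = activation above a set limit, the screen-wide mean activation plus 3 SD, cut at about 8.5% in these data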;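 also: 100% = positive control agonist at 1 µM giving full maximal response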
MMP13 inh = human MMP13 inhibitors, primary screen, biochemical, FRET peptide cleavage | AID 570, 2006 | MMP-13 fTHP FRET cleavage, Mca fluorescence | Collagenase 3 (Homo sapiens), P45452 | inhibition, % at 4 µM | 65,000 compounds, 0.07% hits;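 active = inhibition above the mean of compound-free control plate wells plus 3 SD, cut at about 14% in these data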;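 also: 0% = DMSO wells and 100% = wells with reference MMP-13 inhibitor after basal subtraction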
Abs 340nm = compound light absorbance at 340 nm, profiling panel, artefact control, biochemical, MLSMR library, data from PS, PMK, MK assays. fold change at 10 µM. 65,000 tested, under 10 active. compound absorbance at 340 nm, fold over control. AID 708, 2007;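 active = at 10 µM dose, initial 340 nm absorbance at least 2 fold that of control wells; inactive = change under 2 fold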;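 also: initial absorbance extrapolated from kinetic A340 decline of NADH oxidation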
5-HT1A blocker = human 5-HT1a receptor antagonists, primary screen, cell-based, CHO, Ga15 NFAT-bla reporter; inhibition, % at 10 µM; 5-hydroxytryptamine receptor 1A (Homo sapiens), P08908; CHO 5-HT1a Ga15 NFAT-bla reporter, antagonist mode; 62,000 compounds, 0.68% hits;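 active = inhibition above the mean of all tested compounds plus 3 SD, cut at about 43% in these data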;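 also: receptor stimulated by 5-CT agonist at 100 nM near EC80; beta-lactamase reporter measured by ratiometric fluorescence of a cleavable substrate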
Target sequence (P08908 whole entry, looked up): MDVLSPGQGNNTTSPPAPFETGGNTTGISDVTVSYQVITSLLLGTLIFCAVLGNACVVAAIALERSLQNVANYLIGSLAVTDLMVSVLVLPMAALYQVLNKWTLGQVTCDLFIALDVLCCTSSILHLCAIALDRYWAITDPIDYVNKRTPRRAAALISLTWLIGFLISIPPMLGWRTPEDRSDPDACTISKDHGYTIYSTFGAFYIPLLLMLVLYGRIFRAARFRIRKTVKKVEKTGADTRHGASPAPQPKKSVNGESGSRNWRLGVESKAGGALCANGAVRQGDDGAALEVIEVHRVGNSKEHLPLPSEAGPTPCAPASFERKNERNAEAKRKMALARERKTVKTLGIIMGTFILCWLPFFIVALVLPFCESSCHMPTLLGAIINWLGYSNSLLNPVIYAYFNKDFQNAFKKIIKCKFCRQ
HER2 expr 66K = inhibitors of Her2 protein expression, primary screen, SKBR-3 cells, AlphaScreen, 66K library; Receptor tyrosine-protein kinase erbB-2 (Homo sapiens), P04626; SKBR-3 HER2 protein level, 18-24 h; hits give low values; HER2 level % of control, % at 10 µM; 65,000 compounds, 0.69% hits;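 active = HER2 level under 5% of the carrier-only control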;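 also: 100% = DMSO carrier and 0% = 500 nM PU-H71 HSP90 inhibitor; lower value means stronger loss of Her2 protein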
S1P3 agonist = human S1P3 receptor agonists, primary screen, cell-based, primary and confirmation, NFAT-BLA reporter. Sphingosine 1-phosphate receptor 3 (Homo sapiens), Q99500. S1P3 NFAT-BLA reporter cells, agonism, FRET ratio; relative to 1 µM S1P, basal subtracted. activation, % at 4.5 µM. 60,000 compounds, 0.1% hits;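 active = activation above the screen-wide mean plus 3 SD, cut at about 4.5% in these data, passing the limit was not always enough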; also: some compounds called inactive have numbers as strong as hits
Target sequence (Q99500 whole entry, looked up): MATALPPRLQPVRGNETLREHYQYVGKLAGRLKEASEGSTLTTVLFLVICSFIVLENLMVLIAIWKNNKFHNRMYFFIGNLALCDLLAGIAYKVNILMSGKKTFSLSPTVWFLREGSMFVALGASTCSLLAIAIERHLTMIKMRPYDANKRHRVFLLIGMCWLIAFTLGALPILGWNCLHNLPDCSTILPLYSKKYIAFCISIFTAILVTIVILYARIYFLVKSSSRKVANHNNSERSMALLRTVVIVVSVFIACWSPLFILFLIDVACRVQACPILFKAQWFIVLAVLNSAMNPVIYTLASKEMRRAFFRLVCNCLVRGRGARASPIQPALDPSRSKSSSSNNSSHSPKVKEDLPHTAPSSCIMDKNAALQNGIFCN
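Measure – % activation relative to 1 µM S1P (100%), per plate · System – stable CHO line with human S1P3, Gα16, NFAT-BLA reporter · Timing – cells plated overnight, compound 4 h 37 °C, substrate 2 h RT · Technique – fluorescent BLA substrate, ex 405 nm, em 460/535 nm ratio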
S1P1 ag pot = S1P1 agonists and agonism potentiators, primary screen, cell-based, primary and confirmation screens, CRE-bla reporter | activation, % at 9.5 µM | 56,000 compounds, 0.57% hits | Sphingosine 1-phosphate receptor 1 (Homo sapiens), P21453 | S1P1 CRE-bla cells, forskolin, beta-lactamase FRET, potentiator mode; S1P1 agonist co-added at EC20, 2 nM; 100% = saturating reference agonist, 0% = basal;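 active = activation above a cutoff set at the mean activation of all tested compounds plus 3 SD, cut at about 54% in these data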;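 also: forskolin at 4 µM as EC80 and the EC20 agonist is SEW2871; 100% = SEW2871 at its EC100 plus forskolin at EC80; some compounds past the cut are filed as inactive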
* hit, by the source's call; · = not tested or not shown; [ ] = another dose, or the depositor's remark. Random draw from the library; overall some 8.5% were active at least once.

HTR1E antagonist,Fluor 339 460,HTR1E agonist,MMP13 inh,Abs 340nm,5-HT1A blocker,HER2 expr 66K,S1P3 agonist,S1P1 ag pot,molecule
2.2,1.07,-0.9,-2.3,1,-3.9,78.3,-0.7,10.3,N#CCCN(Cc1cccnc1)S(=O)(=O)c1ccc(S(=O)(=O)NC2CCCCC2)cc1
-1.9,2.27*,0.4,-6.8,1.11,10.7,65.5,-1.0,-89.0,O=C(Nc1ccc(Cl)cc1C(=O)Nc1ccc(Br)cn1)c1ccco1
-3.4,1.08,-0.2,-0.7,1,20.3,56.1,-0.5,14.1,Cc1cc(SCC(=O)NC(=O)NCc2ccco2)nc2c(C)cccc12
0.0,1.1,1.1,-1.4,1.05,-6.2,97.8,-0.7,-2.4,COc1cccc(C(c2sc3ncnn3c2O)N2CCN(C(=O)c3ccco3)CC2)c1 (configuration not stated)
-6.4,1.07,-1.0,4.0,1,12.3,46.8,-1.2,·,COc1ccc(CNC(=O)C2CCCN(S(=O)(=O)c3cc(C)ccc3OC)C2)cc1 (configuration not stated)
-7.0,1.16,1.3,5.2,1.12,-7.6,78.0,0.2,-1.3,COc1cc(NC(=O)c2ccc(Br)o2)ccc1NC(=O)c1ccccc1Cl
-5.0,1.75,1.8,-71.2,1.03,-3.9,·,-0.6,-16.6,Cc1ccc2oc(-c3cccc(NC(=O)C4CCCO4)c3)nc2c1 (configuration not stated)
-4.4,2.18*,-0.1,-30.3,1.12,-12.6,84.3,-1.2,-25.9,O=c1nc(-c2ccccc2)cc(-c2ccccc2)[nH]1

Continued:
HTR1E antagonist,Fluor 339 460,HTR1E agonist,MMP13 inh,Abs 340nm,5-HT1A blocker,HER2 expr 66K,S1P3 agonist,S1P1 ag pot,molecule
-2.3,1.07,-1.3,1.5,1.03,-11.8,76.0,-1.7,5.0,CCC(OC(=O)c1nsc(Cl)c1Cl)C(=O)NCc1ccco1 (configuration not stated)
12.7,1.09,-1.1,-6.6,1.04,20.0,84.5,-1.0,8.1,Nc1n[nH]c(S(=O)(=O)CCCc2ccccc2)n1
19.5,1.79,-0.9,1.6,1.05,3.7,78.2,6.8,-3.7,COc1ccc(Nc2ncc3c(n2)CC(c2ccccc2)CC3=O)cc1 (configuration not stated)
5.1,1.09,-1.0,0.7,1.05,0.1,87.5,-1.2,-5.5,COc1ccc(OC)c(N2C(=O)C(Cl)=C(N3CCCCC3)C2=O)c1
13.9,3.34*,0.6,-3.1,1.06,10.6,82.6,0.3,24.4,O=C(Nc1cnn(Cc2ccccc2)c1)c1cc2nc(-c3ccco3)cc(C(F)(F)F)n2n1
-6.2,1.07,0.0,0.6,1,-6.0,119.0,0.8,-19.1,Cc1cc(C)nc(NC(=O)NS(=O)(=O)Nc2ccc(Br)cn2)n1
-5.2,1.07,-0.7,1.7,1.01,-1.2,25.5,0.3,-1.2,Cc1ccc(C2(C(F)(F)F)NC(=O)N3CCN=C3S2)cc1 (configuration not stated)
0.3,1.09,-0.8,4.6,1,-0.3,129.8,-0.9,-21.5,COc1cccc(NC(=O)CNS(=O)(=O)c2ccc3nc(C)sc3c2)c1

Further records
HTR1E antagonist,Fluor 339 460,HTR1E agonist,MMP13 inh,Abs 340nm,5-HT1A blocker,HER2 expr 66K,S1P3 agonist,S1P1 ag pot,molecule
-8.5,1.21,0.7,2.5,1.11,8.9,81.9,-1.1,15.1,CCOC(=O)C1=C(c2ccccc2)NC(SCC(=O)Nc2ccc(C)cc2)=C(C#N)C1c1ccco1 (configuration not stated)
2.7,1,-0.1,-2.3,1,6.2,111.8,0.5,2.1,COc1ccc(OC)c(NC(=O)CN2C(=O)C3(OCCCO3)c3ccccc32)c1
3.7,1.01,-1.0,3.0,0.98,·,117.7,-2.9,-0.3,CC1=C(C)C(=O)C(CCCCC#CCCCC#CCO)=C(C)C1=O
32.8*,1.92,1.0,-28.6,1.03,-2.0,63.8,0.3,-75.3,COc1cc(OC)c(-c2nn3c(C4CCCCC4)nnc3s2)cc1OC
13.5,1.05,-0.5,2.5,1.07,·,93.4,-3.7,-11.8,COc1ccc(/C(O)=C2\C(=O)C(=O)N(Cc3ccco3)C2c2cc(OC)ccc2OC)cc1 (configuration not stated)
-4.7,1.06,1.2,0.3,1.02,-9.2,61.5,0.3,-13.6,COC(=O)CSc1nnc([C@H](CC(C)C)NC(=O)OC(C)(C)C)o1
42.1*,3.73*,2.1,-63.3[fluorescence artefact?],1.04,8.4,131.6,0.7,19.8,Nc1ccc2c(C(F)(F)F)cc(=O)oc2c1
0.6,1.03,0.8,7.7,1.06,2.3,87.1,·,·,O=C(CCc1ccc(S(=O)(=O)N2CCCCC2)cc1)c1nnc(-c2ccccc2)o1

Next part
HTR1E antagonist,Fluor 339 460,HTR1E agonist,MMP13 inh,Abs 340nm,5-HT1A blocker,HER2 expr 66K,S1P3 agonist,S1P1 ag pot,molecule
11.0,1.14,0.3,0.2,1.1,2.2,80.6,·,·,CC(C)c1nc2sc3c(SCC(=O)NCc4ccco4)ncnc3c2c2c1CCC2
-7.9,1.05,0.1,-9.9,1,-2.3,110.5,0.4,-20.9,COc1ccc(OC)c(C2CC(=O)NC(SC)=C2C#N)c1 (configuration not stated)
9.2,0.79,-1.5,0.5,0.99,6.3,83.9,-0.6,3.8,Cc1cc(NC(=O)Cn2nc(-c3ccccc3F)ccc2=O)ccc1-n1cnnn1
-5.8,1.09,0.5,0.2,1.02,5.3,89.3,0.2,-18.3,CC(=O)N1CCC(N(CCN2CCOCC2)C(=O)Nc2ccc(Cl)c(Cl)c2)CC1
15.5,1.07,0.3,7.0,1.02,-5.1,135.2,·,·,CC1(C)Cc2c(sc3c2c(=N)n(Cc2ccco2)c(=O)n3Cc2ccc(F)cc2)CO1
-10.9,1.04,-1.1,11.4,0.99,·,113.5,-2.2,25.6,CN1CCCN(C(c2ccccc2)c2ccc(Cl)cc2)CC1 (configuration not stated)
13.0,1,0.6,0.8,0.99,1.1,85.5,-0.3,27.7,Cc1nc2cc(F)ccc2n1C1CCN(S(=O)(=O)c2ccccc2)CC1
9.2,1.06,1.3,1.5,1.03,-6.5,60.5,-0.5,-20.6,CCOc1ccc(CCNC(=O)c2oc3c(c2C)-c2[nH]ncc2CC3)cc1OCC

The list goes on:
HTR1E antagonist,Fluor 339 460,HTR1E agonist,MMP13 inh,Abs 340nm,5-HT1A blocker,HER2 expr 66K,S1P3 agonist,S1P1 ag pot,molecule
0.5,1,-0.5,-3.9,1.06,-11.6,62.2,-0.2,-23.2,Cc1ccc(-n2nc(C)c3c2OC(N)=C(C#N)C3c2ccco2)cc1 (configuration not stated)
8.6,1.19,0.1,-1.4,1.1,13.7,88.0,-0.9,12.9,O=C(Nc1ccc2c(c1)oc1ccccc12)c1ccc(Br)o1
7.0,1.08,-1.1,2.1,1.02,·,133.8,-2.8,4.9,CC1(C)CC(=O)C(C=NCCN2CCN(CCc3ccccc3)CC2)=C(O)C1
-0.6,1.03,0.6,-4.0,1,-3.1,68.9,-0.9,7.5,CCOC(=O)N1CCN(Cc2nc3c(c(=O)n(C)c(=O)n3C)n2Cc2ccccc2)CC1
0.8,1.06,0.6,2.4,0.99,4.7,102.8,0.0,2.6,O=C(Nc1ccccc1)N1CCCN(Cc2ccccc2F)C1
-0.3,1.09,-1.1,-26.9,0.97,4.8,118.7,-1.2,0.9,O=C(CCSc1nc2cc(Cl)ccc2o1)N1CCOCC1
-6.5,2.2*,1.8,-11.2,0.92,-10.1,148.4,-1.1,-40.2,Cc1ccc(-c2c(C#N)c(N)nc3c2CCCCCC3)o1
18.4,1.1,0.8,-5.7,1.1,-5.8,113.1,0.8,-11.7,O=c1n(Cc2ccc(Cl)cc2)c2sc3c(c2c2ncnn12)CCCC3

One compound at a time (already shown):
Results for `CCOC(=O)N1CCN(Cc2nc3c(c(=O)n(C)c(=O)n3C)n2Cc2ccccc2)CC1` → HTR1E antagonist: -0.6; Fluor 339 460: 1.03; HTR1E agonist: 0.6; MMP13 inh: -4.0; Abs 340nm: 1; 5-HT1A blocker: -3.1; HER2 expr 66K: 68.9; S1P3 agonist: -0.9; S1P1 ag pot: 7.5
Results for `O=C(Nc1ccc2c(c1)oc1ccccc12)c1ccc(Br)o1` → HTR1E antagonist: 8.6; Fluor 339 460: 1.19; HTR1E agonist: 0.1; MMP13 inh: -1.4; Abs 340nm: 1.1; 5-HT1A blocker: 13.7; HER2 expr 66K: 88.0; S1P3 agonist: -0.9; S1P1 ag pot: 12.9

(next part)
HTR1E antagonist,Fluor 339 460,HTR1E agonist,MMP13 inh,Abs 340nm,5-HT1A blocker,HER2 expr 66K,S1P3 agonist,S1P1 ag pot,molecule
0.8,1.82,-0.1,-0.2,1.02,12.6,81.1,-0.9,6.9,COc1ccc2nc3oc(C(=O)N4CCN(c5cccc(C(F)(F)F)c5)CC4)cc3cc2c1
-2.3,1.04,1.1,-0.9,0.98,46.8*,105.8,-1.0,-30.6,CCC(c1nnnn1Cc1ccc(F)cc1)N1CCN(C2CCCCC2)CC1 (configuration not stated)
4.6,1.12,1.2,6.4,0.96,-4.0,107.9,-1.0,-8.7,C=CCn1c(SCC(N)=O)nnc1-c1cccc(Br)c1
3.3,1.08,0.2,-3.0,1.04,-1.9,84.0,-1.0,-13.4,Clc1ccc2c(c1)CNc1c(ncnc1N1CCOCC1)O2
-4.6,0.99,0.7,-7.1,1.02,-2.7,74.1,-0.6,-8.8,CCOC(=O)C1(CC)NC(c2ccc(N(C)C)cc2)C2C(=O)N(C)C(=O)C21 (configuration not stated)
12.1,1.59,-1.4,-9.9,1.08,23.2,78.3,-0.6,21.7,CC(C)CCNC(=O)C(c1ccco1)N(Cc1ccc(F)cc1)C(=O)c1snc(C(N)=O)c1N (configuration not stated)
